Screening data: PubChem, National Center for Advancing Translational Sciences (NCATS)
aSyn tox rescue: rescues yeast growth from alpha-synuclein toxicity | actives 0.02% (n = 94,000) | Potency, µM (top dose mostly 46.1 µM), inactives show at the top dose growth rescue (activation), usual class: activators | S. cerevisiae alpha-synuclein toxicity rescue, BacTiter-Glo growth, 24 h | AID 1347070; active = well fitted activation curve with a large enough effect; also: 0% is about no effect
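Growth restoration measured by BacTiter-Glo luminescence after 24 hr at 30 deg C; alpha-synuclein yeast, raffinose-pregrown to mid-log, were added at OD600=0.02 in galactose medium onto pinned compounds.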
An asterisk follows results filed as active; [ ] = another dose, or the depositor's remark. Potency is read from the fitted curve at half-maximal effect. These rows are one share of the data; rates above refer to the full screens.

Structure | aSyn tox rescue
Cc1c(C(=O)NCCCN2CCOCC2)oc2ccc(S(=O)(=O)N3CCOCC3)cc12 | 13%
O=C1CN(C(=O)CNC(=O)c2ccc(Cl)cc2Cl)CCN1 | -2%
O=c1[nH]c(SCc2ccccc2)nc2c1CCCC2 | 6%
Cc1ccc(NC(=O)CNC(=O)C23CC4CC(CC(C4)C2)C3)nc1 | -10%
CCCCn1c(N)c(N(CCOC)C(=O)CCCn2c(=O)oc3ccccc32)c(=O)[nH]c1=O | 5%
Cc1ccc(N2CC(C)Cn3c2nc2c3c(=O)n(CC(=O)O)c(=O)n2C)cc1 (stereo unspecified) | 3%
c1ccc2nc(-c3ccc4c(c3)OCO4)ccc2c1 | 7%
CCCCC1CCC(C(=O)N2CC(=O)Nc3ccc(F)cc3C2c2ccc(F)cc2)CC1 (stereo unspecified) | 5%
O=C(c1ccc2c(Cl)c3c(nc2c1)CCCC3)N1CCN(c2ccc(F)cc2)CC1 | -7%
Cc1ccc(O)c(N=Cc2cc(Cc3ccccc3)cc([N+](=O)[O-])c2O)c1 | -76%[inhibitor]
COc1cccc2c(=O)c3c([nH]c12)OC(C)(C)C3 | -1%
CCOc1ccc(-c2cc(NC(=O)c3cccc(Cl)c3)c(C(=O)OC)s2)cc1 | -6%
Cc1cccc(NS(=O)(=O)c2ccc(C)c(C(=O)NCc3ccncc3)c2)c1 | -44%[inhibitor]
COc1ccc(CC(=O)NCc2ccc3c(c2)CCN3C(=O)c2ccccc2)cc1OC | 6%
COc1ccc(CC(=O)NNC(=O)c2ccc(NC(C)=O)cc2)cc1 | -17%
COc1ccc(NS(=O)(=O)c2cc(N=Nc3c(O)[nH]c(=O)[nH]c3=O)ccc2OC)cc1Br | -7%
O=C(c1ccc(-n2c(SCc3cccc(F)c3)nc3ccccc3c2=O)cc1)N1CCOCC1 | 5%
O=C(c1cnc(N2CCOCC2)c2ccccc12)N1CCN(c2ccc(F)cc2)CC1 | 21%
CC(=O)Nc1ccc(NC(=O)CN2C(=O)CCc3cc(S(=O)(=O)N4CCCCC4)ccc32)cc1 | 2%
Cc1cccc(CSc2ncc(Cl)c(C(=O)Nc3nc4ccc(F)cc4s3)n2)c1 | 3%
CCCN1C(=O)C(Cc2nc3ccccc3c(=O)n2CC)c2cc(Br)ccc21 (stereo unspecified) | 2%
COc1ccc(NC(=O)CCS(=O)(=O)c2nc(-c3ccc4c(c3)OCO4)cc(C(F)(F)F)n2)cc1OC | 16%
O=C(CCCCn1c(=O)c2ccccc2n(Cc2cccc(F)c2)c1=O)NCc1ccc2c(c1)OCO2 | -3%
Clc1ccc(-c2nc(C3CCCCC3)no2)cc1 | 2%
COc1ccc(NCc2cccn2-c2nnc(N3CCCCC3)s2)cc1OC | 3%

An excerpt of these results, with each value named:
O=C(c1ccc2c(Cl)c3c(nc2c1)CCCC3)N1CCN(c2ccc(F)cc2)CC1
  aSyn tox rescue: -7%

CCCCC1CCC(C(=O)N2CC(=O)Nc3ccc(F)cc3C2c2ccc(F)cc2)CC1 (stereo unspecified)
  aSyn tox rescue: 5%

O=C(c1ccc(-n2c(SCc3cccc(F)c3)nc3ccccc3c2=O)cc1)N1CCOCC1
  aSyn tox rescue: 5%

Cc1ccc(N2CC(C)Cn3c2nc2c3c(=O)n(CC(=O)O)c(=O)n2C)cc1 (stereo unspecified)
  aSyn tox rescue: 3%

(next part)
Structure | aSyn tox rescue
O=c1c2ccccc2c(C=Nc2ccc(O)cc2)c(O)n1Cc1ccccc1 | 7%
CC1CCN(C(=O)CN2c3ccc(C(C)C)cc3-c3ccccc3S2(=O)=O)CC1 | 4%
O=C(c1ccc(Cl)cc1)C1CCCN(Cc2cccn2-c2cccnc2)C1 (stereo unspecified) | -1%
CCc1nn2c(=O)cc(COC(=O)c3ccc(NC(=O)COc4ccc(C)cc4)cc3)nc2s1 | -11%
COc1ccc(CNC(=O)CN2C(=O)COc3ccc(S(=O)(=O)N4CCC(C)CC4)cc32)cc1 | 6%
Cc1cccc(CC(=O)N2CC(=O)Nc3ccc(C)cc3C2c2ccc(F)cc2)c1 (stereo unspecified) | 26%
CN(C(=O)COC(=O)c1cc([N+](=O)[O-])ccc1Sc1ccccc1)C1CCS(=O)(=O)C1 (stereo unspecified) | 13%
CC(Nc1ccc(-c2nc(-c3ccco3)no2)cc1[N+](=O)[O-])c1ccccc1 (stereo unspecified) | 5%
CCOc1ccc(NC(=O)CC2C(=O)N(c3ccc(Cl)cc3)C(=O)N2Cc2cccs2)cc1 (stereo unspecified) | 3%
CSc1cccc(NC(=S)N(CCC(C)C)C(C)c2ccncc2)c1 (stereo unspecified) | -17%
Cc1c2c(nc3ccccc13)CCC(C(C)(C)C)C2 (stereo unspecified) | -14%
Cc1ccc(-c2nc(CS(=O)(=O)CC(=O)NCc3ccc(Cl)cc3)c(C)o2)cc1 | 3%
Cc1cc(C)[n+](C)n1CC(O)Cn1c2ccccc2c2ccccc21 (stereo unspecified) | 7%
CCc1ccccc1NC(=O)CN(c1ccc(OC)cc1)S(=O)(=O)c1c(C)n[nH]c1C | 6%
CC1CCN(S(=O)(=O)c2cn(CC(=O)Nc3ccc(F)cc3)c(=O)c3ccccc23)CC1 | -1%
CCOc1ccc(CCNC(=O)C2CCN(C(=O)N3CC(CC)Oc4ccc(C)cc43)CC2)cc1 (stereo unspecified) | 9%
Cc1cc(C)nc(/N=C(/NC(=O)Nc2ccc(Cl)c(Cl)c2)Nc2cccc(Cl)c2)n1 | -3%
CCc1ccc2oc(-c3cc(NC(=O)C(C)C)cc(C)c3O)nc2c1 | -3%
CC(NC(=O)COC(=O)c1ccc2c(=O)n3c(nc2c1)CCCCC3)c1ccc(F)cc1 (stereo unspecified) | 2%
CCN(CC)c1cc(C)c2cc(NC(=O)/C=C/c3cc(OC)c(OC)c(OC)c3)ccc2n1 | -5%
Cc1ccc(CNC(=O)Nc2ccccc2)c(C)c1 | 8%
CC(NC(=O)c1ccc(Cl)c(S(=O)(=O)NC2CC2)c1)c1ccco1 (stereo unspecified) | 8%
Cc1ccc(C)c(NC(=S)NCCN(C2CCCCC2)C2CCCC2)c1 | -1%
Nc1c(C(=O)CSc2nnnn2-c2ccc(O)cc2)c(=O)[nH]c(=O)n1C1CC1 | -2%
Cc1ccc(NC(=O)Cc2c[nH]c3ccccc23)cc1S(=O)(=O)N1CCCCCC1 | 0%
COc1cccc(-c2cc(C(=O)Nc3c(C)nn(Cc4ccccc4Cl)c3C)no2)c1 | -15%
O=C1c2[nH]nc(-c3ccccc3)c2C(c2ccccc2)N1c1cccc(C(F)(F)F)c1 (stereo unspecified) | 6%
CCOc1ccc(-c2cc3c(=O)n(Cc4nc(-c5ccc(OC(C)C)cc5)oc4C)ccn3n2)cc1Cl | -12%
CCOc1ccccc1NC(=O)Cn1ncc2c(=O)oc3ccc(C)cc3c21 | 1%
CCOc1ccc(N(CC(=O)Nc2ccc(F)cc2F)S(=O)(=O)c2c(C)[nH]c(=O)[nH]c2=O)cc1 | 4%
C/C(=N\Nc1c(Cl)c(Cl)nc(C(=O)O)c1Cl)c1ccc(O)cc1 | -6%
O=C(NCCc1ccc(Cl)cc1)c1ccc2nc[nH]c2c1 | 1%
Cc1cccc(NC(=O)CSc2nc3ccc(NC(=O)c4ccco4)cc3s2)c1 | 1%
Cc1ccc(C)c(NC(=O)C2CCN(c3ncnc4c3nc3n4CCCCC3)CC2)c1 | 3%
CCc1ccc(-c2[nH]c3c(c2-c2c(-n4cccc4)n(C)c(=O)[nH]c2=O)c(=O)[nH]c(=O)n3C)cc1 | -1%
COc1cccc(-c2cc(C(=O)NC3CCCC3)no2)c1 | -16%
CCN(CC)c1ccc(NC2CC(=O)N(CCc3ccc(OC)cc3)C2=O)cc1 (stereo unspecified) | 5%
CC1=C(C(=O)Nc2cccnc2)C(c2cccc(Br)c2)n2nc(SCc3ccccc3)nc2N1 (stereo unspecified) | 1%
CCOc1ccc(-c2cc3nc(C4CCN(C(=O)OC(C)(C)C)CC4)c(C(=O)Nc4ccc(C)c(F)c4)cn3n2)cc1 | 3%
CN(C)c1ccc(N=Nc2cccc(F)c2)cc1 | -3%
Cc1cccc(CSc2cn(CC(=O)N3CCCC3)c3ccccc23)c1 | 24%
C[C@@H]1CN([C@H](C)CO)C(=O)c2cc(Br)cnc2O[C@@H]1CN(C)C(=O)Nc1ccccc1 | -5%
CCSc1nnc2c(n1)OC(c1ccc(C)s1)Nc1ccccc1-2 (stereo unspecified) | -7%
CCOc1ccccc1C(=O)Nc1nc2c(s1)CC(C)CC2 (stereo unspecified) | -9%
O=C(CN1CCCCCC1)Nc1ccc(Cl)cc1F | -15%
COc1ccccc1OCC(=O)N/N=C1\CCCCc2ccccc21 | 5%
Cc1ccc(CSc2oc(-c3cccs3)nc2S(=O)(=O)c2ccccc2)cc1 | -2%
CCCCOc1ccccc1C(=O)Nc1onc2c1CCCC2 | -3%
CN(C(=O)Cn1cc(S(=O)(=O)N2CCN(c3ccccc3F)CC2)c2ccccc2c1=O)c1ccc(Cl)cc1 | 1%
CC1CCCCN1C(=O)CSc1nnc(-c2cccs2)o1 (stereo unspecified) | -5%

More results
SMILES | aSyn tox rescue
CN(C)Cc1ccc(CNC(=O)COc2ccc3ccccc3c2)cc1 | -7%
O=C(NCCc1ccccc1)c1ccc2c(c1)N(Cc1ccccc1)C(=O)c1ccccc1S2=O (stereo unspecified) | -7%
CCOC(=O)C1CCN(C(=O)CNC(=O)c2nn(-c3ccc(OC)cc3OC)c(=O)c3ccccc23)CC1 | -11%
COc1ccc(OCC(=O)N(Cc2ccco2)C2CCS(=O)(=O)C2)cc1 (stereo unspecified) | -10%
CC(NC(=O)COC(=O)C1=COCCO1)C12CC3CC(CC(C3)C1)C2 (stereo unspecified) | -1%
Cc1cc(C)cc(-n2ccnc2SCC(=O)Nc2cccc3ccccc23)c1 | 3%
COc1ccc(CCn2c(=N)c(C(=O)NCc3ccco3)cc3c(=O)n4ccccc4nc32)cc1OC | 0%
COc1ccc(N2CCN(Cc3nc4c(c(=O)n(C)c(=O)n4C)n3Cc3cccc(C)c3)CC2)cc1 | 2%
CCOc1ccccc1NC(=O)Nc1cc(C(=O)NCc2ccc(C)cc2)ccc1N1CCCC1 | -4%
COC(=O)c1ccccc1NC(=O)COCc1cc(-c2cccs2)on1 | -4%
NC(=O)CSc1nnc(SCc2ccc(F)cc2)s1 | -1%
CC(C)CNc1cc(NC2CCCCC2)c2c3c(onc13)-c1ccccc1C2=O | -8%
CCc1ccc(C2CC(=O)Nc3cc4c(cc32)OCO4)cc1 (stereo unspecified) | 6%
COc1ccc(C)cc1N(C)C(=O)c1sc2nc3n(c(=O)c2c1C)CCCCC3 | 3%
COc1ccccc1N1CCN(C(=O)c2sc3nc4n(c(=O)c3c2C)CCC4)CC1 | 3%
Cc1cc2ccccc2n1CCC(=O)O | 4%
COc1cc(/C=N/NC(=O)c2ccc(CN(C)S(=O)(=O)c3ccc(C)cc3)cc2)ccc1O | 3%
Cc1ccc(C(=O)N/C(=C\c2ccco2)C(=O)NCCCn2ccnc2)cc1 | -3%
CC(=O)Nc1ccc(NC(=O)C2CCN(c3cnccn3)CC2)cc1 | 3%
O=C(OCc1cc(=O)n2nc(-c3cccs3)sc2n1)c1ccccc1 | -3%
COc1ccc(N2CCN(C(=O)COC(=O)c3ccccc3OCc3ccc(F)cc3)CC2)cc1 | -47%[inhibitor]
COc1ccc(Cl)cc1N1C(=N)SCC1=O | 0%
O=C(CCS(=O)(=O)c1ccc(Br)s1)Nc1ccccc1Br | 8%
CCOc1ccc(CCNC(=O)CN2C(=O)COc3ccc(S(=O)(=O)N4CCC(C)CC4)cc32)cc1 | 4%
CCN(CC)C(=O)COc1ccc(-c2nnc(Nc3ccc(OC)c(C(=O)NC)c3)c3ccccc23)cc1 | -1%
CC(=O)NC(=S)Nc1ccc(S(=O)(=O)Nc2nc(C)cc(C)n2)cc1 | 1%
Cc1ccc(S(=O)(=O)N2CCCCC2)cc1NC(=O)C1CC(=O)N(c2ccc3c(c2)OCCO3)C1 (stereo unspecified) | -10%
O=C(NCc1ccccc1)C(=O)NCC(c1cccs1)S(=O)(=O)c1cccs1 (stereo unspecified) | 9%
O=S(=O)(c1ccccc1)c1nc(-c2ccc(F)cc2)oc1NCc1ccccc1 | -3%
N#Cc1c(N)n(-c2ccccc2)c(=O)c2cc([N+](=O)[O-])ccc12 | 1%
CCN(C(=O)c1cn(-c2cccc(OC)c2)c(=O)c2ccccc12)c1ccccc1C | -8%
O=C(CS(=O)(=O)c1ccccc1)Nc1nc2ccccc2s1 | -12%
CCOC(=O)C1CCCN(C(=O)c2nn(-c3ccc(OC)cc3)c(=O)c3c2c2ccccc2n3C)C1 (stereo unspecified) | -2%
CCn1cc2nc(SCc3ccccc3Cl)n(Cc3ccc(OC)cc3)c(=O)c2n1 | -3%
O=C(COc1ccccc1F)NNC(=O)Cc1ccc(S(=O)(=O)N2CCOCC2)s1 | 12%
COc1cccc(C2CC(c3cccs3)=NN2C(=O)CSC2=NN3CCCC(=O)N=C3S2)c1OC (stereo unspecified) | -5%
FC(F)(F)c1nc2nc(Cl)c(Cl)nc2[nH]1 | 3%
Cc1ccc(C)c(C(=O)COC(=O)c2cc([N+](=O)[O-])ccc2N2CCOCC2)c1 | 7%

Quoted at random: 3 compounds from above.
SMILES | aSyn tox rescue
CCOC(=O)C1CCCN(C(=O)c2nn(-c3ccc(OC)cc3)c(=O)c3c2c2ccccc2n3C)C1 (stereo unspecified) | -2%
Cc1ccc(C)c(C(=O)COC(=O)c2cc([N+](=O)[O-])ccc2N2CCOCC2)c1 | 7%
CCN(C(=O)c1cn(-c2cccc(OC)c2)c(=O)c2ccccc12)c1ccccc1C | -8%
